Source: PubChem BioAssay (The Scripps Research Institute Molecular Screening Center)
CHO-K1 Ca PAM: nonselective calcium activators in parental CHO-K1 cells, primary screen, counter-screen for M1 PAM project, cell-based, Fluo-8 calcium fluorescence, full deck, 1536-well | ATP EC20; 0% at ATP EC20, 100% at ATP max | activation, % at 3 µM | 0.02% of 360,000 active | AID 602247, 2012;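 active = activation above the run cutoff, the mean activation of all test compounds plus 3 SD, cut at about 40% in these data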;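 also: peak over basal fluorescence ratio in a 140 s read after ATP addition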
M1 ag: human M1 muscarinic receptor agonists, primary screen, Fluo-8 calcium fluorescence, CHO-K1 cells, HTS | Muscarinic acetylcholine receptor M1 (Homo sapiens), P11229 | activation, % at 3 µM | CHO-K1 hM1, agonist mode; 0% DMSO, 100% acetylcholine EC100 | 0.33% of 360,000 active | AID 588814, 2011;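 active = activation above the run's mean compound activation plus 3 SD, cut at about 16% in these data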;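 also: peak over basal fluorescence ratio within a 140 s kinetic read after compound addition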
Target sequence (P11229 whole entry, looked up): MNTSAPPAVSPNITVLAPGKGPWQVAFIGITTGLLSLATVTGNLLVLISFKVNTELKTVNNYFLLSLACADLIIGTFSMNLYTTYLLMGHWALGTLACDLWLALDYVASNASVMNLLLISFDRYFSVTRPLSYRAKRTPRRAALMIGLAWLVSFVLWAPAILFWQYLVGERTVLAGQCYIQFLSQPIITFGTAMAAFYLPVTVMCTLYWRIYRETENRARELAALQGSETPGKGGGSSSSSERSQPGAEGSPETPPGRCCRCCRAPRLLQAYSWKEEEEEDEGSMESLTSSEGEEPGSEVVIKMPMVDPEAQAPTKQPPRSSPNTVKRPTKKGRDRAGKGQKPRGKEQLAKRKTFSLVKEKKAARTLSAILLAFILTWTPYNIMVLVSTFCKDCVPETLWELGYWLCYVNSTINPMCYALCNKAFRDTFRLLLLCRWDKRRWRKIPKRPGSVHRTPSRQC
M1 ag parental: counter-screen for M1 agonists: effect in parental CHO-K1 cells; Fluo-8 calcium fluorescence; scaled to maximal ATP response, vehicle zero; activation, % at 3 µM; 0.48% of 360,000 active; AID 602248, 2012; in the data active = activation above about 15%;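 also: untransfected CHO-K1 host cells lacking M1 receptor as counterscreen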
TAAR1 agonist: human TAAR1 agonists, primary screen, Fluo-8 calcium fluorescence, CHO RD-HGA16 cells | AID 624467, 2012 | 0.99% of 360,000 active | vehicle wells 0%, saturating PEA agonist 100% | activation, % at 3 µM;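 active = activation above the mean activation of all test compounds in the run plus 3 SD, cut at about 38% in these data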
Target sequence (Q96RJ0 whole entry, looked up): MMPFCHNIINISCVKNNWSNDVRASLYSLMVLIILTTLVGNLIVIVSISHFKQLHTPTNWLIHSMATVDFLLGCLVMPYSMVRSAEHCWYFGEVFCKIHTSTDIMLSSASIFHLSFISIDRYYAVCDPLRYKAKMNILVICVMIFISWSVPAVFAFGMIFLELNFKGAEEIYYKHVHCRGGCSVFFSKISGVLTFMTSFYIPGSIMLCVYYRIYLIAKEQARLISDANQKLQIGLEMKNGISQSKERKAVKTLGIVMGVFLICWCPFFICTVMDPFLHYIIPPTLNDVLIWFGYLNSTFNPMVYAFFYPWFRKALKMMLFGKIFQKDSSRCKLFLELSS
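Assay system: CHO-derived RD-HGA16 cells with stable Gα16 and human TAAR1; timing: 17-24 h seeding, 75 min 37 °C dye, 30 min RT; read-out: % activation from peak over basal fluorescence ratio, DMSO-to-PEA scaled; measured by: kinetic Fluo-8 calcium fluorescence; benchmarks: low control DMSO, high control PEA (EC100); doses: 3 µM single concentration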
CHRM1 PAM: human M1 muscarinic receptor positive allosteric modulators, primary screen, CHO-K1 cells, Fluo-8 calcium fluorescence, 1536-well | Muscarinic acetylcholine receptor M1 (Homo sapiens), P11229 | CHO-K1 hM1, ACh EC20; 0% = ACh EC20, 100% = maximal ACh | activation, % at 3 µM | 0.088% of 360,000 active | AID 588819, 2011; in the data active = activation above about 19%, passing the limit was not always enough
CHO parental Ca: ATP-evoked calcium signal inhibitors, parental CHO, primary screen, counter-screen for OX1R antagonist project, cell-based, fluorescence, Fluo-8 calcium dye. parental CHO-K1, ATP-induced calcium, Fluo-8 fluorescence. inhibition, % at 5.6 µM. 0.63% of 330,000 active. AID 463079, 2010;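 active = inhibition above that plate's mean sample inhibition plus 3 SD, cut at about 26% in these data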;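 also: 0% = ATP-challenged DMSO wells and 100% = DMSO wells without ATP; some compounds past the cut are filed as inactive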
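Test system: parental CHO cells; detection: calcium-sensitive Fluo-8 fluorescence; evaluation: percent inhibition of calcium signal; also added: ATP as calcium-mobilizing challenge; repeats: one well per compound; control set: ATP-challenged DMSO wells low, unchallenged DMSO wells high; compound: single nominal dose of 5.6 µM per compound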
TAAR1 antag: human TAAR1 antagonists, primary screen, Fluo-8 calcium fluorescence, CHO RD-HGA16 cells | inhibition, % at 3 µM | Trace amine-associated receptor 1 (Homo sapiens), Q96RJ0 | AID 624466, 2012 | 1.5% of 360,000 active | antagonist;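 active = inhibition above a per-plate cutoff, the mean inhibition of test compounds on that plate plus 3 SD, cut at about 49% in these data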;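 also: 0% = DMSO plus EC80 beta-PEA response and 100% = DMSO alone without agonist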
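System: RD-HGA16 CHO cells with stable hTAAR1 and Gα16 | Probe or stimulus: EC80 β-phenethylamine stimulus | Dosing: 3 µM, single point | Times: Dye loading 75 min at 37 °C, then 30 min room temperature | Measured by: Fluo-8 calcium-sensitive fluorescence | Read-out basis: % inhibition of agonist calcium response | Replicates: n of 1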
M1 antag: human M1 muscarinic receptor antagonists, primary screen, CHO-K1 cells, Fluo-8 calcium fluorescence, 1536-well | Muscarinic acetylcholine receptor M1 (Homo sapiens), P11229 | inhibition, % at 3 µM | 1.3% of 360,000 active | CHO-K1 hM1, ACh EC80 antagonist | AID 588852, 2011;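 active = percent inhibition above its own plate's cutoff, namely the mean of that plate's compound wells plus 3 SD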;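 also: peak over basal fluorescence ratio during 140 s after agonist addition; 0% = ACh EC80 plus DMSO and 100% = DMSO alone without agonist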
CHO-K1 Ca antag: M1 antagonist counterscreen hit in parental CHO-K1 cells; ATP-induced calcium, Fluo-8 fluorescence; inhibition, % at 3 µM; 0.6% of 360,000 active;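 active = inhibition above a per-plate cutoff, the plate's mean sample inhibition plus 3 SD, cut at about 24% in these data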;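 also: 0% = DMSO plus EC80 ATP and 100% = DMSO alone without ATP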
The depositor's hits bear a star.

COc1cc(Cl)c(NS(=O)(=O)c2c(C(=O)N3CCCC3)c(C)n(C)c2C)c(OC)c1 was read as CHO-K1 Ca PAM 4, M1 ag -1, M1 ag parental 3.6, TAAR1 agonist 3, CHRM1 PAM 7, CHO parental Ca -18, TAAR1 antag -13, M1 antag -5 and CHO-K1 Ca antag -6.
For Cc1ccc(S(=O)(=O)NNC(=O)c2ccoc2C)cc1 the results were CHO-K1 Ca PAM 4, M1 ag -3, M1 ag parental 1.4, TAAR1 agonist 1, CHRM1 PAM -1, CHO parental Ca -11, TAAR1 antag -37, M1 antag 6 and CHO-K1 Ca antag -7.
Screening N#C/C(=C\Nc1ccccc1SC(F)(F)F)c1nc(-c2ccc(Cl)cc2)cs1 returned CHO-K1 Ca PAM 21, M1 ag -4, M1 ag parental 0.9, TAAR1 agonist 11, CHRM1 PAM 8, CHO parental Ca 3, TAAR1 antag -7, M1 antag -6 and CHO-K1 Ca antag -4.
CCCCCCc1cc2cc(C(=O)Nc3ccccc3OC)c(=O)oc2cc1O was read as CHO-K1 Ca PAM 24, M1 ag -4, M1 ag parental 0.7, TAAR1 agonist 2, CHRM1 PAM -3, CHO parental Ca -1, TAAR1 antag -7, M1 antag 6 and CHO-K1 Ca antag -2.
Screening O=C(Nc1cc2c(cc1Br)OCCO2)c1cccs1 returned CHO-K1 Ca PAM 6, M1 ag -4, M1 ag parental 0.2, TAAR1 agonist 4, CHRM1 PAM 10, CHO parental Ca -17, TAAR1 antag -10, M1 antag -16 and CHO-K1 Ca antag -3.
For COc1ccc(NC(=O)C2CC2)cc1S(=O)(=O)N1CCOCC1 the results were CHO-K1 Ca PAM 17, M1 ag 0, M1 ag parental 0.7, TAAR1 agonist 1, CHRM1 PAM 9, CHO parental Ca -1, TAAR1 antag -16, M1 antag -11 and CHO-K1 Ca antag -11.
Screening CC1CCN(C(=S)NC(=O)c2ccc(C(C)(C)C)cc2)CC1 returned CHO-K1 Ca PAM -1, M1 ag -5, M1 ag parental -0.4, TAAR1 agonist -1, CHRM1 PAM 1, TAAR1 antag 5, M1 antag -4 and CHO-K1 Ca antag -3.
For CCCOc1ccc(C2C(C(=O)OC)=C(C)N=C3SCCC(=O)N32)cc1OCC (stereo not drawn) the results were CHO-K1 Ca PAM 10, M1 ag -5, M1 ag parental 0.7, TAAR1 agonist 11, CHRM1 PAM 1, CHO parental Ca -39, TAAR1 antag -10, M1 antag 3 and CHO-K1 Ca antag -9.
`CCC(=O)N1CCC(c2ccc(OC)cc2)=N1` gave CHO-K1 Ca PAM -1, M1 ag -4, M1 ag parental 13, TAAR1 agonist -1, CHRM1 PAM 4, CHO parental Ca -14, TAAR1 antag 19, M1 antag -1 and CHO-K1 Ca antag 10.
Cc1cc(C(=O)N/N=C/c2cccc([N+](=O)[O-])c2O)n[nH]1 was read as CHO-K1 Ca PAM 17, M1 ag -4, M1 ag parental 0.3, TAAR1 agonist -1, CHRM1 PAM 1, CHO parental Ca -17, TAAR1 antag 15, M1 antag -3 and CHO-K1 Ca antag -13.
`CCOC(=O)Cn1c(=O)oc2cc(S(=O)(=O)NCCCc3ccccc3)ccc21` gave CHO-K1 Ca PAM -3, M1 ag 0, M1 ag parental 1.1, TAAR1 agonist 6, CHRM1 PAM -1, CHO parental Ca 10, TAAR1 antag 24, M1 antag 1 and CHO-K1 Ca antag 9.
Cc1ccnc(NC2OC(=O)c3ccccc32)c1 (stereo not drawn) was read as CHO-K1 Ca PAM -3, M1 ag -3, M1 ag parental 0.1, TAAR1 agonist 3, CHRM1 PAM 6, CHO parental Ca 4, TAAR1 antag -13, M1 antag -6 and CHO-K1 Ca antag -1.
CC1(C)Cc2c(cnn2-c2ccc(F)cc2)C(NC(=O)c2cnccn2)C1 (stereo not drawn) was read as CHO-K1 Ca PAM 17, M1 ag -3, M1 ag parental 1.2, TAAR1 agonist 2, CHRM1 PAM 7, CHO parental Ca -13, TAAR1 antag -20, M1 antag -6 and CHO-K1 Ca antag -10.
`O=C(C1=C[C@H](c2ccc3c(c2)OCO3)C[C@H](OCc2ccc(CO)cc2)O1)N1CCOCC1` gave CHO-K1 Ca PAM 7, M1 ag -4, M1 ag parental 0.5, TAAR1 agonist 3, CHRM1 PAM -6, CHO parental Ca -5, TAAR1 antag -5, M1 antag 8 and CHO-K1 Ca antag -6.
`Nc1nnc(SCC(=O)NCCNC(=O)CSc2nnc(N)s2)s1` gave CHO-K1 Ca PAM -17, M1 ag -2, M1 ag parental -0.2, TAAR1 agonist 3, CHRM1 PAM 9, CHO parental Ca 3, TAAR1 antag -22, M1 antag -7 and CHO-K1 Ca antag 15.
For CCOC(=O)C(Cc1c[nH]c2ccccc12)NC(=O)c1ccco1 (stereo not drawn) the results were CHO-K1 Ca PAM 16, M1 ag 0, M1 ag parental 1.1, TAAR1 agonist 10, CHRM1 PAM -1, CHO parental Ca 17, TAAR1 antag 2, M1 antag -8 and CHO-K1 Ca antag -5.
O=C(c1ccco1)N1CCN(C(=O)C(c2ccccc2)c2ccccc2)CC1 was read as CHO-K1 Ca PAM 17, M1 ag -3, M1 ag parental 0.4, TAAR1 agonist 2, CHRM1 PAM 10, CHO parental Ca -22, TAAR1 antag -8, M1 antag -13 and CHO-K1 Ca antag -4.
For O=C(COC(=O)CN1C(=O)C2CCCCC2C1=O)Nc1cc(S(=O)(=O)N2CCOCC2)ccc1Cl (stereo not drawn) the results were CHO-K1 Ca PAM 13, M1 ag -3, M1 ag parental 3.4, TAAR1 agonist 2, CHRM1 PAM 3, CHO parental Ca -12, TAAR1 antag 9, M1 antag -14 and CHO-K1 Ca antag -6.
COc1ccccc1CN1CC(C(=O)NCc2cc(C)on2)CCC1=O (stereo not drawn) was read as CHO-K1 Ca PAM 10, M1 ag 0, M1 ag parental -0.2, TAAR1 agonist 1, CHRM1 PAM 6, CHO parental Ca -5, TAAR1 antag 6, M1 antag -4 and CHO-K1 Ca antag 18.
For COC(=O)C1=C(C)NC(C)=C(C(=O)OC)C1C(=O)OCc1nnc(-c2ccccc2)o1 the results were CHO-K1 Ca PAM -11, M1 ag 3, M1 ag parental -0.2, TAAR1 agonist 1, CHRM1 PAM 9, CHO parental Ca -11, TAAR1 antag -18, M1 antag -6 and CHO-K1 Ca antag 14.

Three compounds out of the list, sorted by formula weight, falling.
`CCOC(=O)Cn1c(=O)oc2cc(S(=O)(=O)NCCCc3ccccc3)ccc21` gave CHO-K1 Ca PAM -3, M1 ag 0, M1 ag parental 1.1, TAAR1 agonist 6, CHRM1 PAM -1, CHO parental Ca 10, TAAR1 antag 24, M1 antag 1 and CHO-K1 Ca antag 9.
O=C(c1ccco1)N1CCN(C(=O)C(c2ccccc2)c2ccccc2)CC1 was read as CHO-K1 Ca PAM 17, M1 ag -3, M1 ag parental 0.4, TAAR1 agonist 2, CHRM1 PAM 10, CHO parental Ca -22, TAAR1 antag -8, M1 antag -13 and CHO-K1 Ca antag -4.
For Cc1ccc(S(=O)(=O)NNC(=O)c2ccoc2C)cc1 the results were CHO-K1 Ca PAM 4, M1 ag -3, M1 ag parental 1.4, TAAR1 agonist 1, CHRM1 PAM -1, CHO parental Ca -11, TAAR1 antag -37, M1 antag 6 and CHO-K1 Ca antag -7.

Going on with the list:
CCCc1c(C(=O)N/N=C/c2ccc(C)o2)nnn1-c1nonc1N was read as CHO-K1 Ca PAM -6, M1 ag 2, M1 ag parental 0.8, TAAR1 agonist 17, CHRM1 PAM 12, TAAR1 antag 14, M1 antag -10 and CHO-K1 Ca antag 8.
`COCCNC(=O)C(OC(=O)CC1Sc2ccccc2NC1=O)c1ccccc1` (stereo not drawn) gave CHO-K1 Ca PAM 13, M1 ag -5, M1 ag parental 1.3, TAAR1 agonist 9, CHRM1 PAM 3, CHO parental Ca -16, TAAR1 antag -3, M1 antag -33 and CHO-K1 Ca antag -2.
`Cc1ccc(S(=O)(=O)N2CCOCC2)cc1C(=O)OCC(=O)c1ccc[nH]1` gave CHO-K1 Ca PAM 12, M1 ag -4, M1 ag parental 2.4, TAAR1 agonist 19, CHRM1 PAM -3, CHO parental Ca -21, TAAR1 antag -1, M1 antag 5 and CHO-K1 Ca antag -13.
`C=CCOn1c(=O)c(-c2cccs2)[n+]([O-])c2ccccc21` gave CHO-K1 Ca PAM -10, M1 ag -4, M1 ag parental 0.1, TAAR1 agonist 2, CHRM1 PAM -9, CHO parental Ca -24, TAAR1 antag 10, M1 antag 15 and CHO-K1 Ca antag 28*.
CC(C)C[C@@H](CO)N1CCN(CC(C)C)CCC1=O was read as CHO-K1 Ca PAM 19, M1 ag -8, M1 ag parental 0.7, TAAR1 agonist 4, CHRM1 PAM 4, CHO parental Ca -14, TAAR1 antag 6, M1 antag -11 and CHO-K1 Ca antag -4.
For COC(=O)c1ccc(COC(=O)c2ccc(C)c(S(=O)(=O)N3CCCCC3)c2)cc1 the results were CHO-K1 Ca PAM -1, M1 ag -2, M1 ag parental 0.1, TAAR1 agonist 2, CHRM1 PAM 1, TAAR1 antag 19, M1 antag -7 and CHO-K1 Ca antag -8.
`Cc1ccc(C(=O)Nc2ccc(Cc3ccncc3)cc2)cc1[N+](=O)[O-]` gave CHO-K1 Ca PAM 0, M1 ag 5, M1 ag parental 12, TAAR1 agonist 15, CHRM1 PAM -15, CHO parental Ca 19, TAAR1 antag 60*, M1 antag 13 and CHO-K1 Ca antag 8.
For COc1ccc(N2C(c3ccsc3)=Cc3cc4c(cc3C2c2c[nH]c3ccccc23)OCO4)cc1 (stereo not drawn) the results were CHO-K1 Ca PAM 20, M1 ag parental 1.4, TAAR1 agonist 0, TAAR1 antag 7 and CHO-K1 Ca antag -16.
For Cc1ccc(C(=O)NC2CCCCCCC2)c(Cl)c1 the results were CHO-K1 Ca PAM 8, M1 ag -4, M1 ag parental -0.3, TAAR1 agonist 4, CHRM1 PAM 15, CHO parental Ca -11, TAAR1 antag -30, M1 antag -22 and CHO-K1 Ca antag 3.
CN(C)/C=N/c1sccc1C(N)=O was read as CHO-K1 Ca PAM 8, M1 ag 0, M1 ag parental 0.5, TAAR1 agonist 6, CHRM1 PAM 4, CHO parental Ca -9, TAAR1 antag 3, M1 antag -6 and CHO-K1 Ca antag -2.
